Screening data from PubChem.
DENV2 CPE rescue – DENV2-induced cell death inhibition; CPE inhibition, % at 9.99 µM; 1.7% of 350,000 active; DENV2-infected cells, cytopathic effect rescue, plate reader; in the data active = CPE inhibition above about 20%, passing the limit was not always enough; inconclusive = no clear call, values can overlap the other calls; tested in BHK-21 cells;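 also: 0% = median of neutral control wells and 100% = median of positive control wells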
EWS-Fli block – blocks EWS/Fli oncoprotein-driven transcription | AID 651661 | 0.67% of 350,000 active | A673 NR0B1-luciferase reporter, viability-normalised | inhibition, % at 12.6 µM;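 active = mean inhibition of at least 50% after viability correction, with every replicate also passing that limit; inconclusive = mean reaches 50% but only one of two replicates passes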;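 also: firefly luciferase signal divided by Alamar Blue viability fluorescence both relative to DMSO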
INS-1E GSIS act – GLuc luminescence reporter in INS-1E cells, primary screen for activators of glucose-dependent secretion of insulin. activation, % at 16.6 µM. 0.61% of 370,000 active. INS-1E GLuc reporter insulin secretion, 2-3 h. AID 743287;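 active = lowest replicate activation of at least 40%, so every replicate reaches that level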;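 also: 0% = median of neutral control wells and 100% = median of IBMX positive control wells; some compounds called inactive have numbers as strong as hits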
FN deposit inh – fibronectin deposition inhibition | AID 743247 | inhibition, % at 12.6 µM | 0.086% of 350,000 active | AH1F fibroblasts, Alexa488-fibronectin deposition fluorescence, overnight;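 active = mean inhibition across replicates of 30% or more, regardless of how many single replicates reach that level; inconclusive = mean under 30% yet at least half of replicates reach 30%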;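 also: positive control wells lacked labelled fibronectin entirely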
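Assay system: AH1F fibroblasts / Quantity: 10000 cells per well / Medium: DMEM plus 2% serum, read in PBS / Reagent: labelled fibronectin 24 nM / Dosing: single dose, pinned / Times: 1 h cell attachment, overnight exposure to compound and label / Signal: fluorescence, ex 485 nm, em 525 nm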
CFTR F508del cor – correctors of CFTR F508del function in bronchial epithelial cells; AID 720511; CFBE cells, YFP halide quenching; stimulated with forskolin plus potentiator P3; % fluorescence drop versus neutral controls; activity (quench increase), % at 7.58 µM; 0.36% of 350,000 active;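 active = mean added fluorescence quench of at least 8% versus neutral control, with both replicates also reaching 8%; inconclusive = only one of the mean or replicate conditions met; inactive = mean below 8% and not both replicates reaching 8%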;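 also: cells transiently co-express mutant CFTR-F508del with the halide-sensitive YFP; corrector assay measuring rescue of mutant channel to the surface after 24 h compound exposure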
miR122 inh – miR-122 inhibition in Huh7 cells; Huh7 miR-122 Renilla luciferase sensor, 48 h; neutral wells = 0, positive control = 100; activation (reporter increase), % at 12.5 µM; 0.3% of 340,000 active; AID 602342;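 active = mean replicate activation score at least 90 and every replicate individually at or above 90; inconclusive = only one of the two criteria met; inactive = neither criterion met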;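 also: higher luciferase means less miR-122 activity so hits act as miR-122 inhibitors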
PAX8 reporter – lowers PAX8-driven luciferase in RMG-I cells | RMG-I TPO-luciferase reporter, SteadyGlo, 24 h | inhibition, % at 12.6 µM | 1.2% of 360,000 active | AID 652154;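 active = mean replicate inhibition at least 60% with every replicate also reaching 60%; inconclusive = only one of the two criteria is met; inactive = mean below 60% and not all replicates reaching 60%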;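 also: luciferase light reporting Pax8 driven TPO promoter activity; plate controls were median of neutral control wells for no effect and mitoxantrone controls for full effect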
An asterisk follows results filed as active; ? = inconclusive; / = not tested or not shown; [ ] = another dose, or the depositor's remark. Rows are unselected. Share with any hit: about 3.9%.

Order of results: DENV2 CPE rescue | EWS-Fli block | INS-1E GSIS act | FN deposit inh | CFTR F508del cor | miR122 inh | PAX8 reporter
CCCCn1c(N)c(N(CC(C)C)C(=O)c2cccc(S(=O)(=O)N3CCCCC3)c2)c(=O)[nH]c1=O
 : -8 | -8 | -16 | 6 | -0.4 | -3 | -3
c1csc(CNCc2ccncc2)c1
 : 4 | 9 | 13 | -3 | 1.9 | -3 | -6
O=C(N/N=C(/CC(=O)c1cccs1)C(F)(F)F)c1ccc(O)cc1
 : / | / | 6 | 4 | / | -6 | /
CC(=O)N1C[C@@H](CN2C(=O)CCC2=O)[C@@H]2C[C@H]1c1ccccc1N2C
 : -10 | 7 | 13 | 2 | -2.1 | / | -13
COCCN(C(=O)COC(=O)/C=C/c1cccc(C(F)(F)F)c1)c1c(N)n(CC(C)C)c(=O)[nH]c1=O
 : -5 | 11 | 6 | 1 | -12 | 4 | 23
CCOC(=O)c1cccc(NC(=O)C2(S(=O)(=O)c3ccc(Cl)cc3)CC2)c1
 : 5 | 2 | -11 | -3 | / | / | 32
COc1ccc(NC(=O)Nc2nnc(N3CCCCC3C)s2)cc1OC (configuration not stated)
 : -8 | -10 | / | -5 | -2.8 | 0 | -3
O=C(C[C@H]1CC[C@H]2[C@@H](COC[C@@H](O)CN2C(=O)c2ccc(F)cc2)O1)Nc1nccs1
 : -11 | -8 | 17 | -12 | 5.2 | -5[16.7 µM] | 1
O=C(c1cccc(F)c1)N1C[C@H]2[C@@H](c3ccccc31)[C@H](CO)N2C(=O)c1ccc(F)cc1
 : 16 | 0 | 11 | / | -0.2 | -25[16.7 µM] | 1
CCCCOP(=O)(c1ccc(N(C)C)cc1)C(O)c1ccc(OC)cc1 (configuration not stated)
 : -2 | 4 | -6 | 1 | -1.0 | -5 | 0
C/C=C(\C)CN1CCN(c2ccccc2F)CC1
 : / | / | 9 | 4 | / | 17 | /
Cc1ccnc(NC(=O)c2ccc(S(=O)(=O)c3ccccc3)cc2)c1
 : -2 | -10 | -4 | -10 | 0.9 | / | 7
O=C(CCCN1C(=O)/C(=C/c2cccs2)SC1=S)Nc1cccc(O)c1
 : 0 | 12 | -12 | 6 | 0.8 | 4 | 67*
COc1ccc(-c2csc(NC(=O)C3=COCCO3)n2)c(OC)c1
 : -3 | -74 | 21 | 3 | 0.9 | / | -141
Cn1c2ccccc2c(=O)c2ccc(C#Cc3ccccn3)cc21
 : -8 | -61 | 0 | -8 | 4.0 | / | -36
O=C(CSc1nc2[nH]ncc2c(=O)[nH]1)N1CCCCC1
 : 3 | -20 | 15 | -2 | / | / | -7
CCC(=O)N[C@H]1CC[C@@H](CCn2cc(-c3cccc(OC)c3)nn2)O[C@H]1CO
 : -13 | -4 | 14 | / | -0.4 | / | 19
CC(C)CNC(=O)COC(=O)C1c2ccccc2Oc2ccccc21
 : 5 | -9 | -13 | -2 | -3.9 | 24 | 24
CCc1ccc(C(=O)NNc2ccc(F)cc2F)cc1
 : -3 | -12 | -13 | 1 | -0.7 | -4 | -19
CC=Cc1ccc2n(c1=O)C[C@H]1[C@H](CO)[C@@H](C(=O)N3CCCCC3)[C@@H]2N1CC1CCCC1 (mixture of isomers)
 : -7 | 4 | -6 | / | 1.5 | -5[16.7 µM] | /

Random excerpt: 2 compounds from above.
Order of results: DENV2 CPE rescue | EWS-Fli block | INS-1E GSIS act | FN deposit inh | CFTR F508del cor | miR122 inh | PAX8 reporter
O=C(CSc1nc2[nH]ncc2c(=O)[nH]1)N1CCCCC1
 : 3 | -20 | 15 | -2 | / | / | -7
COc1ccc(-c2csc(NC(=O)C3=COCCO3)n2)c(OC)c1
 : -3 | -74 | 21 | 3 | 0.9 | / | -141

The list continues:
Order of results: DENV2 CPE rescue | EWS-Fli block | INS-1E GSIS act | FN deposit inh | CFTR F508del cor | miR122 inh | PAX8 reporter
COc1ccc(C(=O)N2CCC(n3nccc3NC(=O)C3CC3)CC2)cc1F
 : 3 | 1 | 5 | 0 | 0.7 | / | 0
Nc1ccc2nc(SCc3cccc(F)c3)sc2c1
 : -6 | -106 | -4 | / | / | -10 | -210
COc1ccccc1CCC(=O)OCC(=O)NC1CCCC1
 : -7 | 15 | 10 | -5 | 1.1 | -5 | 5
CCOc1ccc(N(CC(=O)NCc2ccc3c(c2)OCO3)C(=O)c2csnn2)cc1
 : -4 | -12 | -3 | 4 | 0.8 | -10 | -21
CCOC(=O)c1cc(C#N)c(SCc2ccc(C#N)cc2)nc1C
 : / | / | -19 | 7 | / | -13 | -1
CN(C)CCNC(=O)c1cccc(S(=O)(=O)Nc2ccc(F)cc2)c1
 : -4 | -3 | 17 | 6 | 1.6 | / | -9
C[C@H]1CN([C@@H](C)CO)S(=O)(=O)c2ccc(-c3cccc(F)c3)cc2O[C@H]1CN(C)C(=O)C1CC1
 : 2 | -3 | 2 | -10 | -2.7 | / | 8
O=C(NCCc1ccco1)C(=O)NCC1OCCCN1S(=O)(=O)c1ccc(Cl)cc1 (configuration not stated)
 : -5 | / | -4 | 8 | -2.7 | / | 17
Cc1cc(C)n(-c2ccc(C(=O)NC3CCCCC3)cc2)n1
 : 5 | -11 | -6 | 0 | -0.9 | / | -11
CC1CCN(S(=O)(=O)c2ccc(C(=O)OC(C)C(=O)NC3CCCCC3C)cc2)CC1 (configuration not stated)
 : -2 | / | 3 | / | 0.9 | / | 1
COc1ccc(C2C(C#N)=C(N)N(c3sc4c(c3C#N)CCCC4)C3=C2C(=O)CC(C)(C)C3)cc1OC (configuration not stated)
 : / | / | / | 1 | / | -15 | ?
Cc1nccn1S(=O)(=O)c1cc([N+](=O)[O-])ccc1Cl
 : / | / | 4 | -6 | / | / | 1
O=C1NC(Cc2ccccc2)c2nc3cc(F)ccc3c(=O)n2-c2ncccc21 (configuration not stated)
 : -1 | -3 | -10 | / | 0.2 | -4 | -7
CN(C)CCNC(=O)c1cccc(-c2cnc3c(NC=O)cc(-c4ccc(C(=O)N5CCOCC5)cc4)cn23)c1
 : -11 | -8 | / | 7 | 1.5 | -1 | 0
CN(Cc1ccccc1)C(=O)c1[nH]c(C(F)(F)F)nc1-c1ccccc1
 : -2 | -4 | / | 2 | -2.2 | 2 | -12
Cc1occc1C(=O)NCc1nc(-c2ccccc2)no1
 : 10 | -10 | 5 | 1 | 1.8 | 2 | -13
O=C(CNC(=O)c1cccc(OC(F)F)c1)OCn1nnc2ccccc2c1=O
 : 1 | 2 | -18 | -1 | 1.0 | 0 | -7
CC(C)c1ccc(C2C3=C(CC(C)(C)CC3=O)NC3=C2C(=O)c2ccccc23)cc1 (configuration not stated)
 : 0 | 20 | -33 | / | -4.8 | / | /
O=C(O)c1ccc(N/N=C/c2ccc3nccnc3c2)cc1
 : / | 84* | 35 | -5 | -1.2 | -9 | 119*
Cc1ccc(N2C(=O)C(F)(F)C2c2ccccc2)cc1 (configuration not stated)
 : -6 | -16 | -24 | -4 | 2.8 | -11 | -7

As a working copy, part of the list above.
Order of results: DENV2 CPE rescue | EWS-Fli block | INS-1E GSIS act | FN deposit inh | CFTR F508del cor | miR122 inh | PAX8 reporter
COc1ccc(C2C(C#N)=C(N)N(c3sc4c(c3C#N)CCCC4)C3=C2C(=O)CC(C)(C)C3)cc1OC (configuration not stated)
 : / | / | / | 1 | / | -15 | ?
Cc1nccn1S(=O)(=O)c1cc([N+](=O)[O-])ccc1Cl
 : / | / | 4 | -6 | / | / | 1
O=C1NC(Cc2ccccc2)c2nc3cc(F)ccc3c(=O)n2-c2ncccc21 (configuration not stated)
 : -1 | -3 | -10 | / | 0.2 | -4 | -7
CN(C)CCNC(=O)c1cccc(-c2cnc3c(NC=O)cc(-c4ccc(C(=O)N5CCOCC5)cc4)cn23)c1
 : -11 | -8 | / | 7 | 1.5 | -1 | 0
CN(Cc1ccccc1)C(=O)c1[nH]c(C(F)(F)F)nc1-c1ccccc1
 : -2 | -4 | / | 2 | -2.2 | 2 | -12
Cc1occc1C(=O)NCc1nc(-c2ccccc2)no1
 : 10 | -10 | 5 | 1 | 1.8 | 2 | -13

Additional records.
Order of results: DENV2 CPE rescue | EWS-Fli block | INS-1E GSIS act | FN deposit inh | CFTR F508del cor | miR122 inh | PAX8 reporter
O=C(c1cnccn1)N1CC(=O)N2[C@H](CO)[C@H](c3ccc(-c4ccc(F)cc4)cc3)[C@@H]2C1
 : 3 | / | 6 | / | -1.4 | / | /
C[C@H](CO)N1C[C@H](C)[C@@H](CN(C)C(=O)Nc2ccccc2)Oc2ccc(NC(=O)C3CC3)cc2CC1=O
 : 14 | 5 | -5 | / | 2.6 | 9[16.7 µM] | 9
O=C(Nc1cccnc1)c1ccccc1-c1nc(-c2ccccc2F)no1
 : / | -19 | 7 | / | -1.4 | -3 | /
COc1cc(/C=C/c2ccc(O)cc2)cc(OC)c1
 : ? | -24 | -7 | / | -0.3 | -6 | /
C[C@H](CO)N1C[C@H](C)[C@H](CN(C)S(=O)(=O)c2ccccc2)Oc2cc(Br)ccc2S1(=O)=O
 : 14 | 4 | -19 | -1 | -0.5 | -1[16.7 µM] | /
CC(=O)c1c(C(=O)O)c2ccccc2[nH]c1=O
 : 4 | 1 | 2 | 8 | 0.0 | 1 | 21
CCC(Oc1ccccc1C)C(=O)N1CCCN(C)CC1 (configuration not stated)
 : -12 | / | 1 | 3 | -0.2 | 2 | -2
C=CC[C@@H](CC(=O)NCCO)C(=O)N[C@H](COC(=O)[C@H](CC=C)CC(=O)OC(C)(C)C)Cc1c[nH]c2ccccc12
 : -1 | -4 | -3 | -4 | 0.7 | / | -7
CC1(C)CC(=O)C2=C(C1)Nc1ccccc1NC2c1cccs1 (configuration not stated)
 : 6 | 6 | 14 | 7 | 2.8 | / | 3
Oc1ccccc1CNc1cnc2ccccc2c1
 : 12 | -31 | -63 | / | 0.0 | / | /
CC(=O)Nc1sc(C)c(C)c1C(=O)OCC(=O)Nc1cc(S(=O)(=O)N2CCCCC2)ccc1Cl
 : / | / | -2 | -4 | / | -8 | 14
O=C(CC1CC1)N1[C@H](CO)[C@@H](c2ccccc2)C12CN(Cc1cccnc1)C2
 : -14 | -4 | 5 | / | -0.2 | / | -7
C[N+](C)(C)CCCCCC[N+](C)(C)C
 : -4 | -1 | / | 7 | 3.8 | -2 | -2
CCCN(C)C[C@H]1Oc2cc(-c3cncnc3)ccc2S(=O)(=O)N([C@H](C)CO)C[C@H]1C
 : 13 | -11 | 23 | -7 | 1.0 | / | /
C(=C\c1ccc(C2[C@@H]3CN(Cc4ccccn4)C[C@H]2N3)cc1)/c1ccccc1 (some centres not stated)
 : -9 | 26 | -28 | -5 | -1.1 | / | -21
COc1ccc(-c2csc(NC(=O)CN3C(=O)NC4(CCCC4)C3=O)n2)cc1OC
 : -2 | -6 | 6 | -1 | 3.0 | -8 | -18
COc1ccc(CCNC(=O)CCc2ccc(S(=O)(=O)NCC(C)C)cc2)cc1
 : 1 | 9 | 2 | -2 | / | / | 36
COc1cccc(NC(=O)N(C)C[C@@H]2Oc3ncc(C#Cc4ccc(F)cc4)cc3C(=O)N([C@H](C)CO)C[C@H]2C)c1
 : -4 | 10 | -26 | -2 | -0.4 | -1[16.7 µM] | /
CCOC(=O)C1(C)CCCN1C(=O)c1ccccc1F (configuration not stated)
 : 9 | -5 | -5 | -17 | -2.9 | 2 | -7
Cc1ccc(C(=O)OCC(=O)NCc2cccs2)cc1
 : / | 11 | -5 | -7 | 1.8 | -10 | 8
C[C@@H]1CN([C@H](C)CO)C(=O)c2ccccc2-c2ccccc2CO[C@H]1CN(C)S(=O)(=O)c1ccc([N+](=O)[O-])cc1
 : 13 | 3 | 0 | -8 | 4.0 | / | -1
Cc1ccc2[nH]c(=O)c(CN(CCCN3CCOCC3)C(=O)Nc3ccc(Cl)cc3)cc2c1
 : 14 | -6 | -42 | 0 | 2.5 | / | 7
